Rad51 HR inh: blocks human Rad51 in homologous recombination | Q06609 | hRad51 DNA strand exchange, fluorescence dequenching | inhibition, % at 10 µM | 200,000 tested, 0.085% active;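 active = inhibition above 40% at the single screening dose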;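 note: 0% = DMSO control wells and 100% = blanks with heterologous ssDNA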
Target sequence (Q06609 whole entry, looked up): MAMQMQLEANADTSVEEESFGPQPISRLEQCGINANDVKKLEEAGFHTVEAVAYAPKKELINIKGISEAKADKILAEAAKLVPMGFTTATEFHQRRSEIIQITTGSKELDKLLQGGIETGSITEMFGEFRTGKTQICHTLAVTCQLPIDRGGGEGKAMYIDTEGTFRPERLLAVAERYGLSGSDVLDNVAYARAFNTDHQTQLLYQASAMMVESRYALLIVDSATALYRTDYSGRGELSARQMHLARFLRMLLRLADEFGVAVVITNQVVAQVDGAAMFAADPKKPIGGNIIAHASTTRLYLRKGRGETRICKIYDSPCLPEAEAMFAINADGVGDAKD
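System: human Rad51 nucleoprotein filaments preassembled on unlabelled ssDNA. Reagent: labelled 47-mer dsDNA for strand exchange. Schedule: 30-min compound preincubation and 15-min exchange, both room temperature. Measured by: FRET fluorescence dequenching, excitation 485 nm, emission 520 nm. Read-out: Fluorescence-based percent inhibition, control- and blank-normalised. Benchmarks: plate controls and plate blanks.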
14-3-3 Bad PPI: disrupts binding of bovine 14-3-3 zeta to phospho-Bad peptide; P63103; TR-FRET 14-3-3zeta/Dy647-pBad peptide displacement, 1 h; inhibition, % at 21.7 µM; AID 781; 220,000 tested, 0.71% active;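 active = inhibition above about 70%, limit read from the data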;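 note: 0% = full 14-3-3 plus peptide FRET controls and 100% = background without 14-3-3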
Target sequence (P63103 whole entry, looked up): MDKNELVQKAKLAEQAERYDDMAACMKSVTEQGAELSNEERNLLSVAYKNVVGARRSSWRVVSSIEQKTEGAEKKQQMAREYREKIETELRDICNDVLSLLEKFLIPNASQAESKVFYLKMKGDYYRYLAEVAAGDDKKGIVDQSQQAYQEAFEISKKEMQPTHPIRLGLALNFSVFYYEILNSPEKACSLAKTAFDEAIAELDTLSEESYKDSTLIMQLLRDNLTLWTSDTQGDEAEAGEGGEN
EP2 antag: inhibitors of human EP2 prostaglandin E2 receptor. P43116. C6 glioma cells expressing human EP2, cAMP TR-FRET; cells stimulated with saturating PGE2. inhibition, % at 25 µM. 260,000 tested, 0.52% active;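 active = percent inhibition above 40 after rounding to a whole number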;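 note: rat C6 glioma host cells with rolipram phosphodiesterase inhibitor present; the protocol text gives 20 µM as final concentration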
Target sequence (P43116 whole entry, looked up): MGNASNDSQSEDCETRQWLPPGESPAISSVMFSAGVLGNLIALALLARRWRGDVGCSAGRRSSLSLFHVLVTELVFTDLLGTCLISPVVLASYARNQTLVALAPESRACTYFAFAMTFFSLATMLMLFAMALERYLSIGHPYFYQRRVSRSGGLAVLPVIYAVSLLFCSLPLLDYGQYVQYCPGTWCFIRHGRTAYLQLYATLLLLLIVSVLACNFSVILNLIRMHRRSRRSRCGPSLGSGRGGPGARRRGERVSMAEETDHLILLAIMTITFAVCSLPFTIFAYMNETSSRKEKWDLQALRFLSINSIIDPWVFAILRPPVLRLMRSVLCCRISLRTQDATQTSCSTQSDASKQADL
Hck Nef HTS: human Hck-Nef kinase inhibition; 220,000 tested, 0.68% active; inhibition, % at 20 µM; P08631; Recombinant Hck-YEEI plus Nef, Z-Lyte FRET kinase assay;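 active = Hck-Nef kinase inhibition above about 50%, limit read from the data; inactive = inhibition below that limit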;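 note: 0% = DMSO with Hck plus Nef and 100% = Hck alone without Nef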
zVAD death inh: blocks zVAD induced death of L929 cells; 220,000 tested, 0.38% active; viability rescue, % at 10 µM; L929 zVAD necroptosis rescue, ATP luminescence, 24 h; with zVAD 60 µM; AID 1377;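 active = activation, scaled between plate controls, above about 75%, limit read from the data; inactive = activation under that limit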;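 note: 0% = zVAD with DMSO and 100% = DMSO alone without zVAD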
Tb hexokinase: blocks Trypanosoma brucei hexokinase 1 activity. 220,000 tested, 0.11% active. inhibition, % at 10 µM. AID 1430. recombinant TbHK1, G6PDH-coupled NADH A340;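 active = inhibition of 50% or more in the single-dose primary screen; inactive = inhibition below 50%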
eIF4E 4G PPI: blocks eIF4E binding to eIF4G. TR-FRET eIF4E-eIF4GI(517-606) binding, 2 h. inhibition, % at 21.7 µM. 220,000 tested, 0.37% active;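 active = inhibition above about 30%, limit read from the data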;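 note: 0% = full FRET control wells and 100% = background wells lacking eIF4GI fragment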
EP2 mod: EP2 receptor (human) modulation; P43116; EP2-expressing cells, cAMP HTRF FRET, PGE2 co-stimulation; induction, % at 25 µM; 260,000 tested, 0.83% active; AID 940;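 active = compounds whose cAMP rise, as percent of the full-agonist control response, exceeds 60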;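 note: rat C6 glioma line stably carrying human EP2 under a CMV promoter; the protocol text gives 20 µM as final concentration; 100% = response of wells given 1 µM PGE2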
m-calpain inh: calpain II (pig) inhibition; purified calpain II, fluorogenic peptide substrate, 30 min; inhibition, % at 16 µM; 220,000 tested, 0.37% active; AID 1236;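 active = inhibition above about 50%, limit read from the data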
The depositor's hits bear a star; i = inactive; · = not tested or not shown; & = joins results of further samples; [ ] = dose if it differs, or a comment.

SMILES | Rad51 HR inh | 14-3-3 Bad PPI | EP2 antag | Hck Nef HTS | zVAD death inh | Tb hexokinase | eIF4E 4G PPI | EP2 mod | m-calpain inh
Cc1cc2c(OCC(O)CNC3CCCCC3)cccc2[nH]1 (stereo not given) | 2 | -16 | 7 | 27 | 0.4 | 3 | 3 | -7 | -13
CCc1c(C(C)S(=O)(=O)c2ccc(C)cc2)[nH]c(=O)n1-c1ccc(C)cc1 (stereo not given) | 8 | 8 | 8 | -2 | 0.9 | -3 | 2 | 28 | -16
COc1ccc(-c2nsc3c(N4CCCC4)ncnc23)cc1 | 3 | 6 | 12&8 | 1 | -0.4 | -15 | 0 | -1&-20 | -30
CCN(CC)C(=O)Oc1cc(COC)nc(-c2ccccc2)n1 | 4 | 4 | 6 | -2 | 1.6 | -6 | -1 | -25 | 14
O=C(COc1ccc(Cl)cc1Cl)Nc1cccnc1 | 20 | -1 | 4 | -36 | 1.0 | 1 | -3 | -39 | -4
Cc1nnc2n(C3CCCCC3)c(=O)c3c4c(sc3n12)COC(C)(C)C4 | 8 | -3[fluorescence artefact?] | 3 | 2 | 0.3 | -3 | 2[fluorescence artefact?] | 27 | -20
COCCNC(=O)c1ccc(C2SCC(=O)N2Cc2ccco2)cc1 (stereo not given) | -1 | -2 | 14&10 | 15 | 6.4 | -4 | 4 | -67&-31 | -9
CCCC(=O)N=C1SC2CS(=O)(=O)CC2N1c1ccc(CC)cc1 (stereo not given) | · | 14[fluorescence artefact?] | · | 5 | 1.9 | 8 | 1 | 0 | 41
CC(C)Cn1c(=O)n(C)c(=O)c2[nH]cnc21 | 1 | -4 | 21&10&16&18 | 11 | -0.7 | -2 | -17 | 21&22&41&10 | 9
N#CCCn1cc(C=C(C#N)C#N)c(-c2ccc(Cl)cc2)n1 | · | -9 | 6 | 0 | 0.2 | -12 | 3 | -32 | 0
O=C1NC(=Nc2cccc(O)c2)S/C1=C\c1cccnc1 | -3 | 0 | 5 | 17 | 0.5 | -10 | -7 | 17 | 16
CN(Cc1nc(CC2CC2)no1)CC12CC3CC(CC(C3)C1)C2 | 7 | -7 | 0 | 20 | 0.5 | 1 | -5 | -29 | 9
CC(CCc1ccco1)NC(=O)c1cccc2c1C(=O)N(C1CCCCC1)C2 (stereo not given) | 6 | -17 | 0 | 27 | 0.7 | 7 | 4 | 48 | -5
Cc1ccc(SCc2c(-c3ccccc3)nn(C)c2Cl)cc1 | 0 | -9 | 0 | 1 | -0.6 | -3 | -14 | 19 | -4
COC(=O)c1ccc(CSc2nnc(NCc3ccccc3)s2)o1 | 20 | -10 | 9 | 8 | 2.5 | 6 | -10 | -39 | 33
COc1ccccc1-c1nnc(SCC(=O)NCc2cccs2)n1N | -9 | -3 | 4 | 0 | -0.1 | 0 | 1 | -18 | 8
COc1ccc(CN2CCNC(=O)C2CC(=O)NCCc2nc(C)c(C)s2)c(OC)c1 (stereo not given) | · | 0 | 13 | -4 | 0.7 | -8 | -1 | 9 | -18
Cc1ccnc(SCCn2c(N3CC(C)OC(C)C3)nc3c2c(=O)n(C)c(=O)n3C)n1 (stereo not given) | 0 | -21 | 6 | 21 | 0.4 | -4 | 2 | 13 | -23
O=C1CN=CN=CN1c1ccc(Cl)cc1Cl | -1 | 2 | 10 | 1 | 0.5 | -4 | 9 | 16 | 8
COCc1cc(C)nc(N2CCOCC2)c1C#N | 6 | 1[fluorescence artefact?] | 7 | 3 | 0.7 | -7 | 0[fluorescence artefact?] | 10 | -259
Clc1ccc(/C=N/Nc2nnc(-c3ncc[nH]3)c3ccccc23)cc1 | 2 | 12[fluorescence artefact?] | 3 | 0 | 0.8 | -12 | -7[fluorescence artefact?] | -11 | 17
CCCC(C)NC(=O)c1cccc(Oc2ccccc2)c1 (stereo not given) | 20 | -6 | 9 | 22 | 24 | -5 | 4 | 19 | -6
CCOC(=O)C1CCN(C(=O)c2cccnc2Oc2ccc(Cl)cc2)CC1 | -3 | 4 | 9 | 7 | -0.3 | 3 | -1 | -12 | 26
CCOc1ccc(S(=O)(=O)NCc2csc(C)n2)cc1 | -8 | 0[fluorescence artefact?] | 4 | 5 | -0.2 | 3 | -12[fluorescence artefact?] | 4 | -54
CCCc1cc(=O)[nH]c(SCC(=O)N2CCN(S(=O)(=O)c3ccc4ccccc4c3)CC2)n1 | -1 | -6[fluorescence artefact?] | 5 | 4 | 1.1 | 0 | -3 | 12 | 12
Cc1cc(C)cc(Oc2ccccc2/C=C\C(=O)O)c1 | 2 | -4 | 13 | 1 | 0.1 | -4 | 13 | 14 | 18
Cc1ccc(NC(=O)COC(=O)[C@@H]2CCCN2C(=O)c2cccs2)cc1S(=O)(=O)N(C)C | 11 | 3 | 4 | 8 | 0.6 | -7 | 3 | 6 | 16
CCCc1nnc(SCCSc2nnc(CCC)n2N)n1N | 7 | 2 | 5 | 7 | -0.9 | 3 | 0 | 6 | -3
CCOC(=O)C1=NNC2(CC(=O)N(c3cccc(C)c3)C2=O)C1 (stereo not given) | 2 | 0 | 7 | 19 | 1.0 | 6 | -9 | -10 | -12
O=C(c1ccc(S(=O)(=O)NCC2CCCO2)cc1)N1CCc2ccccc21 (stereo not given) | 3 | 3 | 13 | 4 | -0.9 | 0 | 6 | -7 | -1
Cc1cccc(NC(=S)NC2CC3CCCC(C2)N3Cc2cccs2)c1C (stereo not given) | -10 | -6[fluorescence artefact?] | 13&15 | 1 | -0.4 | 6 | 0[fluorescence artefact?] | -92&-37 | -16
CCOC(=O)c1c(C)nn(Cc2ccccc2)c1N | -5 | 10 | 13 | 0 | 0.6 | 2 | 0[fluorescence artefact?] | -6 | -15
CC(=O)NC(=S)Nc1ccc(S(=O)(=O)Nc2ncccn2)cc1 | 0 | -2 | 2 | 2 | -0.6 | -2 | 3 | -18 | 5
CCOc1ccc(N2CCCn3c2nc2c3c(=O)n(CCc3ccccc3)c(=O)n2C)cc1 | · | -3 | 4 | 12 | 1.3 | 2 | -1 | -11 | 0
COC(=O)c1ccccc1NC(=O)C1CCN(S(C)(=O)=O)CC1 | 1 | 4 | 7 | 5 | 0.2 | -2 | 3 | 20 | -14
CCOc1ccc(C(C)=O)cc1CN1C(=O)NC2(CCCCCCC2)C1=O | 1 | 2 | 5 | 6 | 1.1 | -5 | 2 | -47 | 38
Cc1noc(N)c1C1(O)C(=O)N(C(C)C)c2ccccc21 (stereo not given) | 32 | -10 | 8 | 27 | 1.4 | 2 | 5 | 31 | -37
COc1cc(OC)cc(C(=O)Nn2cc(C(=O)Nc3ccc(F)cc3F)c3ccccc3c2=O)c1 | 28 | 4 | 9 | 1 | 0.1 | -5 | -4 | 19 | -68
CC(C)(C)c1ccc(CSc2nnc(-c3ccccc3NC(=O)c3ccccc3)o2)cc1 | -5 | -14[fluorescence artefact?] | 8 | 1 | 1.7 | 23 | 5[fluorescence artefact?] | 8 | 7
O=C(COC(=O)c1ccccc1Br)NCCN1C(=O)CSC1=O | -6 | 2 | 4 | -1 | 0.6 | 4 | 1 | 10 | -10
O=C(N/N=C\C=C\c1ccc2c(c1)OCO2)C1COc2ccccc2O1 (stereo not given) | 15 | -1 | 11 | 7 | · | -37 | 2 | -61 | -49
Cc1ccc2nc(NNC(=O)c3ccc(S(=O)(=O)N4CCc5ccccc5C4)cc3)sc2c1 | -3 | 1 | 8 | -3 | · | -4 | 1 | -18 | -67
CC(C)(C)C(=O)NC(=S)N1CCCC1 | 4 | -13 | 4 | -1 | 0.1 | 1 | -4 | 25 | 13
O=C(c1ccc(CN2CCOCC2)cc1)N1CCN(c2ccccc2F)CC1 | -8 | 11 | 9 | 2 | 0.1 | -6 | -4 | 3 | -39
COc1cc(OC)cc(C(=O)NCC(=O)OCC(=O)N2CC(C)CC(C)C2)c1 (stereo not given) | -3 | -5 | 7 | 20 | 1.9 | 1 | -4 | -20 | -12
O=C(c1ccco1)N1CCN=C1SCc1cccc(Cl)c1 | 7 | -1 | 14 | 0 | 1.6 | -1 | -2 | -1 | 8
c1nnn(C23CC4CC(CC(C4)C2)C3)n1 | -10 | -7 | 6 | -2 | 1.1 | 3 | -3 | 35 | -17
CC1=NNC(=O)C1CCC(=O)N/N=C/c1ccc(Cl)cc1 (stereo not given) | -5 | -10 | 7 | 22 | -0.5 | 3 | 1 | 13 | -27
O=C(Oc1cccc(N2C(=O)CCC2=O)c1)c1ccccc1 | 7 | 0 | 12 | 0 | 0.1 | -4 | 4 | 29 | -11
Cn1c(=O)c2[nH]c(CNc3ccc(C(=O)O)cc3)nc2n(C)c1=O | -1 | -2 | 13 | -58 | 1.1 | -9 | 0 | 11 | -1
COc1ccc(C2N=C(c3ccccc3)C(C)(C)N2O)cc1 (stereo not given) | 6 | -2 | 12 | -1 | 0.9 | -5 | 4 | 16 | -2
O=[N+]([O-])c1ccc2c(c1)c(-c1ccccc1)nc1nncn12 | -7 | 0 | 12 | 20 | 0.4 | -15 | 7 | -17 | -25
Cc1ccccc1-n1c(O)c(/C=C/C=Nc2ccccc2)c(=O)[nH]c1=O | i | -3[fluorescence artefact?] | 6 | 3 | 0.5 | -42 | 2 | -5 | 24
COc1cc(C=O)ccc1OCCOCCOc1cc(C)ccc1Cl | 2 | 0 | 13 | 0 | -0.4 | 0 | 4[fluorescence artefact?] | -29 | -24
COc1ccccc1CCNC(=O)CSc1ccc(-c2ccco2)nn1 | -6 | -15 | 5 | 14 | -0.2 | 1 | -1 | -15 | -29
CSc1n[nH]c(NCc2ccc(Cl)cc2)n1 | -1 | -8 | 4 | -2 | -0.4 | 5 | -1 | 6 | -17
Cc1cc(C(=O)N/N=C/c2ccc(Cl)c([N+](=O)[O-])c2)c(C)n1-c1ccc(F)cc1 | 5 | -32 | 9 | 3 | 2.1 | -10 | 0 | 8 | -67
O=C(c1cc(-c2cccs2)on1)N1CCc2ccccc2C1 | -7 | -1 | 7 | 5 | 0.5 | 5 | 0 | 15 | 9
CN(C)c1cccc2c1c(NC(=O)Nc1ccccc1)nn2C | -4 | -5 | 11 | 15 | 1.9 | -13 | -1 | -4 | -44
c1coc(-c2nnc(SCc3cn4ccccc4n3)o2)c1 | 1 | -9 | 8 | -1 | 0.1 | -4 | -4 | -9 | 20
CCCC1c2ccsc2CCN1C(=S)NC (stereo not given) | 6 | -7 | 12 | 6 | 1.3 | -2 | -1 | -21 | -13
O=C(COc1ccc(Cl)c(Cl)c1)NN1C(=O)C2C(C1=O)C1C=CC2C12CC2 (stereo not given) | -4 | -6 | 4 | 5 | 0.4 | 2 | -1 | 17 | -11

Given comma-delimited: 4 of the compounds above
structure,Rad51 HR inh,14-3-3 Bad PPI,EP2 antag,Hck Nef HTS,zVAD death inh,Tb hexokinase,eIF4E 4G PPI,EP2 mod,m-calpain inh
O=C(c1ccc(S(=O)(=O)NCC2CCCO2)cc1)N1CCc2ccccc21 (stereo not given),3,3,13,4,-0.9,0,6,-7,-1
Cc1cccc(NC(=S)NC2CC3CCCC(C2)N3Cc2cccs2)c1C (stereo not given),-10,-6[fluorescence artefact?],13&15,1,-0.4,6,0[fluorescence artefact?],-92&-37,-16
CCOC(=O)c1c(C)nn(Cc2ccccc2)c1N,-5,10,13,0,0.6,2,0[fluorescence artefact?],-6,-15
CC(=O)NC(=S)Nc1ccc(S(=O)(=O)Nc2ncccn2)cc1,0,-2,2,2,-0.6,-2,3,-18,5

Source: PubChem BioAssay (several laboratories)

An excerpt; count on the stated rates, not on these rows.
